Compound activity: PubChem BioAssay, National Center for Advancing Translational Sciences (NCATS)
BLM helicase inh – blocks DNA unwinding by human BLM helicase. recombinant BLM DNA unwinding, fluorescence dequenching. P54132. Potency, µM (titrated, usually from 56.1 µM), for inactives: at the top dose activity change, negative = inhibition, actives largely listed as inhibitors. 0.2% of 350,000 active;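 also: plate controls were vehicle for no effect and no enzyme for full effect; nearly all actives have a fitted effect of over 35% in size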
BAZ2B block – blocks human BAZ2B. AlphaScreen BAZ2B-H3K14Ac peptide displacement. Potency, µM (highest dose often 114 µM), inactives show at the top dose activity change, negative = inhibition, actives largely listed as inhibitors. 4.4% of 360,000 active. AID 504333; also: % is scaled to controls: 0 for no effect and ±100 for the full control effect; nearly all actives have a fitted effect of over 60% in size
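AlphaScreen luminescence quantifies BAZ2B engagement of H3K14Ac peptide; the protein and biotinylated peptide are both at 50 nM final, buffer PBS pH 7.4 with 0.01% Tween-20, all steps at room temperature.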
GLS inhibitor – glutaminase GLS (human) inhibition; 0.21% of 410,000 active; GLS enzymatic activity, qHTS titration; AID 624170; Potency, µM (highest dose often 45.5 µM), inactives show at the highest dose activity change, negative = inhibition, most hits filed as inhibitors; O94925; also: % is scaled to controls: 0 for no effect and ±100 for the full control effect
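hKGA in 45 mM KH2PO4 (pH 8.2), 0.02% Tween-20 with compound, then 1mM L-Glutamine (stock as added) plus glutamate oxidase/HRP/Amplex red coupling mix. Fluorescence read initially and after 30 min at RT; signal change reflects glutamate formation.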
Pin1 inh – inhibitors of human Pin1; Q13526; Pin1 FP peptide displacement, HiFluor488, 10 min; Potency, µM (series often up to 115 µM), inactives show at the highest dose activity, negative = inhibition, most hits filed as inhibitors; 0.009% of 390,000 active; AID 504891; active = well fitted inhibition curve with a large enough effect in the polarisation, with a control signal flat, not every such curve was filed as active; inconclusive = small, poorly fitted or top-dose-only effect, or effect the other way, or a change in a side signal; inactive = no such curve, though single readings can be large or run the other way; the % refers to the polarisation; also: % is scaled to controls: 0 for no effect and ±100 for the full control effect
Target sequence (Q13526 whole entry, looked up): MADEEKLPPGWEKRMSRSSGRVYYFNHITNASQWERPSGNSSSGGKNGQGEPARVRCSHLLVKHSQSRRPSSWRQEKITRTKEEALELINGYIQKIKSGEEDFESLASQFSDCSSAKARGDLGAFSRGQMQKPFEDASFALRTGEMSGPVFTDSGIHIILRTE
G9a block – inhibitors of human histone lysine methyltransferase G9a. Q96KQ7. G9a H3K9 monomethylation, AlphaScreen, 2 h. Potency, µM (top dose mostly 102 µM), without a hit: at the highest dose activity, negative = inhibition, actives largely listed as inhibitors. 8.8% of 350,000 active; also: % is scaled to controls: 0 for no effect and ±100 for the full control effect; nearly all actives have a fitted effect of over 75% in size
Target sequence (Q96KQ7 913-1193 limits assumed): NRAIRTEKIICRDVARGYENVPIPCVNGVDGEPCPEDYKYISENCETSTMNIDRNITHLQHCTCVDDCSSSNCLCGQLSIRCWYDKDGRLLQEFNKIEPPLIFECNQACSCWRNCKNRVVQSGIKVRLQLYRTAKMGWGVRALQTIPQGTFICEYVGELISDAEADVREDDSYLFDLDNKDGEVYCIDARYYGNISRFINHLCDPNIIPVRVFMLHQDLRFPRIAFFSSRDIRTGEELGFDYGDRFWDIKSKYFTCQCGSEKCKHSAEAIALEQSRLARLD
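Using a bead-based AlphaScreen, monomethylated H3K9 product from 2 h room-temperature reactions (G9a 20 nM, peptide 500 nM, SAM 20 uM) was detected with 0.5 ug/mL rabbit anti-H3K9me1 antibody.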
JMJD2A Tudor – blocks the human JMJD2A Tudor domain. AlphaScreen JMJD2A-Tudor / H3K4me3 peptide binding. Potency, µM (doses to about 114 µM), for the others: at the highest dose activity change, negative = inhibition, most hits filed as inhibitors. 4.4% of 390,000 active; also: % is scaled to controls: 0 for no effect and ±100 for the full control effect; nearly all actives have a fitted effect of over 50% in size
HP1b chromo inh – inhibitors of HP1-beta chromodomain binding to methylated histone tails | 0.56% of 390,000 active | AID 540317 | P83916 | AlphaScreen HP1-beta / biotin-H3K9me3 peptide binding | Potency, µM (highest dose often 114 µM), for the others: at the top dose activity change, negative = inhibition, most hits filed as inhibitors; also: nearly all actives have a fitted effect of over 70% in size; inactives centre near 23
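HP1-beta protein (50 nM final) preincubated 30 min at room temperature with biotinylated H3(1-18)K9me3 peptide (50 nM) in PBS pH 7.4, 0.01% Tween-20, then compound added for 30 min. AlphaScreen streptavidin donor/nickel chelate acceptor beads (10 ug/mL final), 30 min dark, luminescence read.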
PGK inhibitor – T. brucei PGK inhibition. PGK/GAPDH coupled, Kinase-Glo luminescence, 60 min. Potency, µM (highest dose often 57.5 µM), for the others: at the top dose activity change, negative = inhibition, actives largely listed as inhibitors. 0.043% of 380,000 active. AID 602233; also: % is scaled to controls: 0 for no effect and ±100 for the full control effect; nearly all actives have a fitted effect of over 60% in size
Target sequence (P07378 whole entry, looked up): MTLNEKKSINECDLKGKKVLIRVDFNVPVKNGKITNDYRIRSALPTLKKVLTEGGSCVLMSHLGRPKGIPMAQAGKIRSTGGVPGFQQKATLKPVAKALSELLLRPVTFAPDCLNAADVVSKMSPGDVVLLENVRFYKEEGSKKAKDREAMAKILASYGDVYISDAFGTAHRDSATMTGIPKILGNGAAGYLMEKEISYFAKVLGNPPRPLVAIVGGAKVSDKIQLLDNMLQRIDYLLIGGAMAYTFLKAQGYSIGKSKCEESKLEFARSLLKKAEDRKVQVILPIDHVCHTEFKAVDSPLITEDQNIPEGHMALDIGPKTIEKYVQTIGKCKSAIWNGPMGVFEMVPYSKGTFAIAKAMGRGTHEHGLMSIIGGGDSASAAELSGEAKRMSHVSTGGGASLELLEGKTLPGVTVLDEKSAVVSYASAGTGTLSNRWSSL
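Luminescent ATP detection (Kinase-Glo Plus) follows a 60-minute room-temperature incubation, with wells lacking PGK as controls. Buffer: 100 mM TEA (pH 7.6), 5 mM MgCl2, 0.01% Tween-20. Coupling enzyme GAPDH (100 nM final) supplies unstable 1,3-BPG in-well.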
Pol iota inh – inhibitors of human DNA polymerase iota; Q9UNA4; Pol iota fluorescent replication assay, 10 min; Potency, µM (titrated, usually from 115 µM), inactives show top-dose activity, negative = inhibition, most hits filed as inhibitors; 1% of 390,000 active; AID 588590
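Fluorescent replication assay read twice, at 0 min and 10 min after adding 50 nM (final) substrate. Enzyme (10 nM) and compounds were first incubated 15 min at room temperature; enzyme-free buffer wells were negative controls.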
* hit, by the source's call; & = joins results of further samples; [ ] = remark or other dose. Unless noted, calls follow the shape of the dose curve; as a rule, active = well fitted curve in the direction sought with a large enough effect; inconclusive = small, poorly fitted or top-dose-only effect, or another doubt; inactive = no such curve, though single readings can be large; an effect the other way counts as inactive or inconclusive. Potency is read from the fitted curve at half-maximal effect. A portion of the library; rates above refer to the full screens.

For Cc1cc(C)cc(Nc2nc3cc(Cl)c(Cl)cc3nc2-n2nc(C)cc2C)c1 the results were BLM helicase inh -2%, BAZ2B block 8%, GLS inhibitor 1%, Pin1 inh 21%, G9a block -38%[59 µM], JMJD2A Tudor -2%, HP1b chromo inh 29%, PGK inhibitor -3% and Pol iota inh 1%.
Screening CCN(CC)S(=O)(=O)c1ccc(NC(=O)c2ccc(N(C)S(C)(=O)=O)cc2)cc1 returned BLM helicase inh -2%, BAZ2B block -4%, GLS inhibitor 0%, Pin1 inh 2%, G9a block 17%[59 µM], JMJD2A Tudor -19%, HP1b chromo inh 8%, PGK inhibitor -3% and Pol iota inh 9%.
CSCCC(NC(=O)c1ccccc1Cl)C(=O)NCCOc1ccccc1 (centres undefined) was read as BAZ2B block -4%, GLS inhibitor -10%, Pin1 inh 4%, G9a block 4%[0.501 µM], JMJD2A Tudor -9%, HP1b chromo inh 19%, PGK inhibitor -7% and Pol iota inh 49%[activator].
Screening CCc1ccc(NC(=O)c2ccccc2Br)cc1 returned BLM helicase inh -11%, BAZ2B block 0%, GLS inhibitor -15%, Pin1 inh 0%, G9a block 32%[activator], JMJD2A Tudor 2%, HP1b chromo inh 52%[activator], PGK inhibitor 0% and Pol iota inh 97%[activator].
Screening COc1ccc(S(=O)(=O)c2cnc3cc(OC)c(OC)cc3c2N2CCCC(C)C2)cc1 (centres undefined) returned BLM helicase inh -6%, BAZ2B block -25%, GLS inhibitor -4%, Pin1 inh 22%, G9a block -12%[59 µM], JMJD2A Tudor -23%, HP1b chromo inh 1%, PGK inhibitor 0% and Pol iota inh -19%.
`Clc1ccc(-c2noc3ncnc(N4CCCCC4)c23)cc1` gave BLM helicase inh -1%, BAZ2B block 15%, GLS inhibitor -5%, Pin1 inh -8%, G9a block -2%[59 µM], JMJD2A Tudor 4%, HP1b chromo inh 46%[activator], PGK inhibitor -2% and Pol iota inh 20%.
`CC(=O)Nc1ccc(C(=O)NNC(=O)C2C3CCCCC32)cc1` (centres undefined) gave BLM helicase inh -9%, BAZ2B block -16%, GLS inhibitor 10%, Pin1 inh -2%, G9a block 103%, JMJD2A Tudor -23%, HP1b chromo inh 27%, PGK inhibitor 5% and Pol iota inh 21%.
COc1cccc(N2CCN(c3nc4ccc(C(=O)c5ccccc5)cc4n4c(C)nnc34)CC2)c1 was read as BLM helicase inh -1%, BAZ2B block -27%, GLS inhibitor 3%, Pin1 inh inconclusive, G9a block -33%[59 µM], JMJD2A Tudor -21%, HP1b chromo inh 8%, PGK inhibitor inactive and Pol iota inh 13%.
For O=C(NCCCN1CCOCC1)c1cc(S(=O)(=O)N2CCOCC2)c(Cl)cc1Cl the results were BAZ2B block -4%, GLS inhibitor -3%, Pin1 inh 0%, G9a block 16%[59 µM], JMJD2A Tudor -12%, HP1b chromo inh 23%, PGK inhibitor inactive and Pol iota inh 16%.
For CC(C)CC1(C(=O)NCCc2c[nH]c3ccccc23)C=CCN1C(=O)c1ccccc1 (centres undefined) the results were BLM helicase inh -2%&0%, BAZ2B block -28%, GLS inhibitor 12%, Pin1 inh -1%, G9a block inconclusive, JMJD2A Tudor -20%, HP1b chromo inh 52%[activator], PGK inhibitor -10% and Pol iota inh 0%.
For COc1cccc(CNC(=O)c2cccc(NC(=O)CC3SC(N4CCCCC4)=NC3=O)c2)c1 (centres undefined) the results were BAZ2B block 1%, GLS inhibitor 0%, Pin1 inh 3%, G9a block inconclusive, JMJD2A Tudor -3%, HP1b chromo inh 23%, PGK inhibitor -9% and Pol iota inh -4%.
Cc1cc(C)c(S(=O)(=O)Nc2ccc(O)cc2)c(C)c1 was read as BLM helicase inh -5%, BAZ2B block 3%, GLS inhibitor 116%[activator], Pin1 inh 5%, G9a block -1%[59 µM], JMJD2A Tudor -18%, HP1b chromo inh 23%, PGK inhibitor -2% and Pol iota inh 12%.

Next section; the last 2 above are carried over.
For COc1cccc(CNC(=O)c2cccc(NC(=O)CC3SC(N4CCCCC4)=NC3=O)c2)c1 (centres undefined) the results were BAZ2B block 1%, GLS inhibitor 0%, Pin1 inh 3%, G9a block inconclusive, JMJD2A Tudor -3%, HP1b chromo inh 23%, PGK inhibitor -9% and Pol iota inh -4%.
Cc1cc(C)c(S(=O)(=O)Nc2ccc(O)cc2)c(C)c1 was read as BLM helicase inh -5%, BAZ2B block 3%, GLS inhibitor 116%[activator], Pin1 inh 5%, G9a block -1%[59 µM], JMJD2A Tudor -18%, HP1b chromo inh 23%, PGK inhibitor -2% and Pol iota inh 12%.
Screening O=C(O)CN1C(=O)/C(=C/c2cccc(Cl)c2)Oc2ccccc21 returned BLM helicase inh 0%, BAZ2B block 14%, GLS inhibitor 6%, Pin1 inh -9%, G9a block 34%, JMJD2A Tudor 28%, HP1b chromo inh 39%[activator], PGK inhibitor -3% and Pol iota inh -7%.
For O=C(Nc1ccc(S(=O)(=O)N2CCN(Cc3ccccc3)CC2)cc1)c1cnccn1 the results were BLM helicase inh -6%, BAZ2B block -16%, GLS inhibitor 17%, Pin1 inh 2%, G9a block inconclusive, JMJD2A Tudor -7%, HP1b chromo inh 15%, PGK inhibitor 3% and Pol iota inh 10%.
C=C(C)c1cccc(C(C)(C)NC(=O)Nc2cccnc2)c1 was read as BLM helicase inh -2%, BAZ2B block -6%, GLS inhibitor 1%, Pin1 inh -1%, G9a block -2%, JMJD2A Tudor -18%, HP1b chromo inh 16%, PGK inhibitor inactive and Pol iota inh -1%.
`COc1cc2c(cc1OC)/C(=C/C(=O)c1ccc([N+](=O)[O-])c(C)c1)NCC2` gave BLM helicase inh 0%, BAZ2B block -30%, GLS inhibitor -14%, Pin1 inh inconclusive, G9a block -7%, JMJD2A Tudor 20µM*, HP1b chromo inh 9% and Pol iota inh -7%.
Screening O=C(Cc1ccccc1)NS(=O)(=O)c1ccc(N=NN2CCOCC2)cc1 returned BLM helicase inh 3%, BAZ2B block -13%, GLS inhibitor 2%, Pin1 inh 6%, JMJD2A Tudor -5%, HP1b chromo inh 32%, PGK inhibitor 4% and Pol iota inh 42%[activator].
Screening O=C(O)C1(Nc2ccc(Br)cc2)CCCC1 returned GLS inhibitor 28%, Pin1 inh 9%, JMJD2A Tudor -17%, HP1b chromo inh 17%, PGK inhibitor 2% and Pol iota inh 4%.
Screening O=C(N/N=C/c1ccncc1)c1ccccn1 returned BLM helicase inh -2%, BAZ2B block 50µM*, GLS inhibitor 1%, Pin1 inh -8%, G9a block 2µM*, JMJD2A Tudor 0%, HP1b chromo inh 40%[activator], PGK inhibitor -12% and Pol iota inh 7%.
`O=C(O)CN1C(c2ccccc2)=Nc2ccc(Br)cc2C1c1ccccc1` (centres undefined) gave BLM helicase inh -3%, BAZ2B block -20%, GLS inhibitor -4%, Pin1 inh 1%, G9a block 8%, JMJD2A Tudor 10%, HP1b chromo inh -6%, PGK inhibitor inactive and Pol iota inh 32%[activator].
`COc1cccc(CNC(=O)CCS(=O)(=O)c2ccc3c(c2)NC(=O)C(C)S3)c1` (centres undefined) gave BLM helicase inh -4%, BAZ2B block -24%[57.1 µM], GLS inhibitor 0%, Pin1 inh 2%, G9a block inconclusive, JMJD2A Tudor -11%, HP1b chromo inh 5%, PGK inhibitor -2% and Pol iota inh -11%.
O=S(=O)(NC1CCCC1)c1ccc(S(=O)(=O)NC2CCCC2)cc1 was read as BLM helicase inh -2%, BAZ2B block -4%, GLS inhibitor -10%, Pin1 inh -6%, G9a block 12%, JMJD2A Tudor -4%, HP1b chromo inh 37%[activator], PGK inhibitor -8% and Pol iota inh 22%.
`Nn1c(SCC(=O)N2CCCc3ccccc32)nnc1-c1ccc(Cl)cc1` gave BLM helicase inh -1%, BAZ2B block -3%, GLS inhibitor 14%, Pin1 inh 4%, G9a block -10%, JMJD2A Tudor -8%, HP1b chromo inh 38%[activator], PGK inhibitor 7% and Pol iota inh 0%.
Screening Cc1nc(-c2cccs2)sc1C(=O)NN returned BLM helicase inh 0%, BAZ2B block -24%, GLS inhibitor inconclusive, Pin1 inh 6%, G9a block 21%, JMJD2A Tudor -4%, HP1b chromo inh 25%, PGK inhibitor 4% and Pol iota inh -3%[58.9 µM].
`CCCNC(=S)N1CC2(C)CN(C(=O)C(=O)OC)CC(C)(C1)C2=O` gave BLM helicase inh 1%, BAZ2B block -11%, GLS inhibitor -2%, Pin1 inh -4%, G9a block 28%[59 µM], JMJD2A Tudor -19%, HP1b chromo inh -2%, PGK inhibitor -2% and Pol iota inh -5%.
C/C(N)=C(/C#N)C(=O)CSc1cc(C)c2ccccc2n1 was read as BLM helicase inh -1%, BAZ2B block -25%, GLS inhibitor 0%, Pin1 inh 3%, G9a block -20%, JMJD2A Tudor -12%, HP1b chromo inh 39%[activator], PGK inhibitor inactive and Pol iota inh -2%.
COc1ccc2c(C)cc(SCC(=O)Nc3nsc(-c4ccc(C(C)(C)C)cc4)n3)nc2c1 was read as BLM helicase inh -10%, BAZ2B block -10%, GLS inhibitor 0%, Pin1 inh -1%, G9a block 0%[59 µM], JMJD2A Tudor -22%, HP1b chromo inh 43%[activator], PGK inhibitor -8% and Pol iota inh -1%.
NC(=O)C1CC(O)CN1c1nc(CN2CCOCC2)nc2scc(-c3ccccc3)c12 (centres undefined) was read as BLM helicase inh 0%, BAZ2B block 6%, GLS inhibitor 1%, Pin1 inh -3%, G9a block -37%[59 µM], JMJD2A Tudor -30%, HP1b chromo inh 14%, PGK inhibitor inactive and Pol iota inh 5%.
`Clc1ccc(NCc2nc3ccccc3n2CCOc2ccccc2)cc1` gave BLM helicase inh -6%, BAZ2B block -1%, GLS inhibitor 0%, Pin1 inh -1%, G9a block 8%[59 µM], JMJD2A Tudor -5%, HP1b chromo inh 54%[activator], PGK inhibitor -9% and Pol iota inh -16%.
